PI4K2A block: qHTS for small molecular inhibitors of PI4K2A; purified PI4K2A, ADP-Glo luminescence, 1 h; active compounds read low; 420,000 tested, 0.13% active; activity change, negative = inhibition, % at 76.9 µM; Phosphatidylinositol 4-kinase type 2-alpha (Homo sapiens), Q9BTU6; AID 1346378, 2018; in the data active = activity change below about -50%; inconclusive = mostly about -30% to -49%;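 also: -100% = wells without enzyme as full effect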
Target sequence (Q9BTU6 whole entry, looked up): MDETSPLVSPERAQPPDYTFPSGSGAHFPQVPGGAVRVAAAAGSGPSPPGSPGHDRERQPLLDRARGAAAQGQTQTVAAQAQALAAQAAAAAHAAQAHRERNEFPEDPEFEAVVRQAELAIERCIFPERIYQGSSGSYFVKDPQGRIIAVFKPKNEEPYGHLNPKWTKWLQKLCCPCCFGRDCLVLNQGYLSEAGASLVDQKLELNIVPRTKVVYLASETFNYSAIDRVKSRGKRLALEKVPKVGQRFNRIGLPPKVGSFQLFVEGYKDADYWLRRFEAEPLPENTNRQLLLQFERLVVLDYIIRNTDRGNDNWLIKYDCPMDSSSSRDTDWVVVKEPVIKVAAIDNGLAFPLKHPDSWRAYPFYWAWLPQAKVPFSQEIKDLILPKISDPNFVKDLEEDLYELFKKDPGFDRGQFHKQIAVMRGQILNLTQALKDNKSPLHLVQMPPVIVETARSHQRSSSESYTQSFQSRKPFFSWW
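Compounds are screened against recombinant PI4K2A using PI as substrate and ATP, the latter dispensed at 300 microM. Reactions run one hour at ambient temperature before ADP-Glo detection; full inhibition defined by wells lacking enzyme.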
TrxR1 substrate: qHTS Assay for Substrates of Mammalian Selenoprotein Thioredoxin Reductase 1 (TrxR1): qHTS; Thioredoxin reductase 1, cytoplasmic (Rattus norvegicus), O89049; purified TrxR1 substrate turnover, NADPH consumption readout; Potency, µM (top dose mostly 114 µM), inactives show at the top dose activity change, negative = substrate turnover; 390,000 tested, 0.01% active; AID 588456, 2011; also: potency is read from the fitted curve at half-maximal effect; % is scaled to controls: 0 for no effect and ±100 for the full control effect; nearly all actives have a fitted effect of over 50% in size
Target sequence (O89049 whole entry, looked up): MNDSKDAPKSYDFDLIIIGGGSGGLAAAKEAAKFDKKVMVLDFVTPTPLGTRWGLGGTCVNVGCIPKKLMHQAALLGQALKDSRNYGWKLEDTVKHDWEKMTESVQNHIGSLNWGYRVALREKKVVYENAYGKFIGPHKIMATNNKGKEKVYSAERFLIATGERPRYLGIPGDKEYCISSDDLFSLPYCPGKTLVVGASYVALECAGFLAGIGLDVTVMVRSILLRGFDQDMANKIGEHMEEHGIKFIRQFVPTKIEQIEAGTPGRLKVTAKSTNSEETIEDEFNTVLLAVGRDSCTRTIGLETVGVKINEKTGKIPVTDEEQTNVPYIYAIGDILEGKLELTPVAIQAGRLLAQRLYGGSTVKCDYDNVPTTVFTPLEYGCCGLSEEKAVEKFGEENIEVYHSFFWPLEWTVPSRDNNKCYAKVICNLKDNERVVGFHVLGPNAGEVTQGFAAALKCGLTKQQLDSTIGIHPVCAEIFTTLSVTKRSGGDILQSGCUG
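Rat TrxR1, dispensed at 90 nM, was prereduced with 400 uM NADPH (final) for 5 min at ~22 deg C, then incubated with compound 15 min before 400 uM selenite. A first-read NADPH fluorescence drop versus no-compound background flagged substrates.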
LDHA block: qHTS assay for inhibitors of human lactate dehydrogenase. AID 1347041, 2019. activity change, % (values are at about 110 or 230 µM). L-lactate dehydrogenase A chain (Homo sapiens), P00338. 480,000 tested, 0.15% active. purified LDHA, NADH/diaphorase-resazurin fluorescence; active compounds read low; in the data active = activity change below about -30%; inconclusive = mostly about -25% to -30%;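 also: plate controls were DMSO wells for no effect and wells without enzyme for full effect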
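Remaining NADH was detected by diaphorase (0.133 mg/mL) converting 37 µM resazurin to fluorescent resorufin, read at 0 and 20 minutes. The preceding 5-minute room-temperature reaction used 2 nM LDHA, 0.2 mM sodium pyruvate and 0.06 mM NADH at pH 7.4.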
USP1 inh: Inhibitors of USP1/UAF1: Primary Screen. recombinant USP1/UAF1, Ub-Rhodamine cleavage fluorescence. Potency, µM (doses to about 57.1 µM), without a hit: at the highest dose activity change, negative = inhibition, actives largely listed as inhibitors. 390,000 tested, 0.23% active. Ubiquitin carboxyl-terminal hydrolase 1 (Homo sapiens), O94782. AID 743255, 2014; also: potency is read from the fitted curve at half-maximal effect; % is scaled to controls: 0 for no effect and ±100 for the full control effect; nearly all actives have a fitted effect of over 60% in size; inactives centre near -12
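USP1/UAF1 complex (1 nM) preincubated 15 min at room temperature with compound, then Ub-Rho substrate (150 nM final) added. Kinetic fluorescence at 480/540 nm over 6 reads at 60 s intervals; 50 mM HEPES pH 7.8, 0.5 mM EDTA, 0.1 mg/ml BSA, 1 mM TCEP, 0.01% Tween-20.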
Vif-APOBEC3F blk: qHTS for Inhibitors of Vif-A3F Interactions: qHTS | HeLa A3F-eYFP + Vif (tagged APOBEC3F with the HIV-1 protein that degrades it), YFP fluorescence increase | Potency, µM (doses to about 46.1 µM), without a hit: at the top dose activity, negative = active | 390,000 tested, 0.2% active | AID 602313, 2012; also: potency is read from the fitted curve at half-maximal effect; % of control where 0% means no effect; nearly all actives have a fitted effect of over 65% in size
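HeLa cells stably expressing Vif plus C-terminally eYFP-tagged A3F were seeded, incubated overnight at 37 deg C, dosed with compound, incubated overnight again at 37 deg C. Yellow fluorescence (Ex 488/Em 500-530) reported blocked Vif-mediated A3F-eYFP degradation.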
RXFP1 agonist: qHTS Assay for Agonists of the Relaxin Receptor RXFP1. Relaxin receptor 1 (Homo sapiens), Q9HBX9. HEK293T-RXFP1 cAMP TR-FRET, 30 min; response scale: percent of porcine relaxin response, buffer zero. Potency, µM (titrated, usually from 57.5 µM), without a hit: at the top dose activation, usual class: activators. 370,000 tested, 0.3% active. AID 2676, 2010; also: potency is read from the fitted curve at half-maximal effect; % is scaled to controls: 0 for no effect and ±100 for the full control effect; nearly all actives have a fitted effect of over 60% in size; many of its hits are not listed in these tables
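cAMP rise read by TR-FRET after 30 min, 37C compound exposure (up to 58 uM) in RXFP1-transfected HEK293 cells with Ro 20174 present. EC50 from Hill-equation fits, with 29 nM porcine relaxin as 100% and buffer as basal.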
Glioma ERSR ind: qHTS for Inducers of the Endoplasmic Reticulum Stress Response (ERSR) in Human Glioma: qHTS. U87-MG GRP78 promoter luciferase reporter, 16 h. Potency, µM, inactives show at the top dose activation, actives largely listed as activators. 420,000 tested, 0.02% active. AID 602332, 2012; also: potency is read from the fitted curve at half-maximal effect; series mostly up to about 76 µM; % of control where 0% means no effect; nearly all actives have a fitted effect of over 35% in size
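Stably transfected U87-MG human glioma cells carrying a GRP78-based luminescent sensor were seeded at 1000 cells/well, pin-dosed with compounds and incubated 16 h. Luciferase reagent was then added, and end-point luminescence was read after 10 min at room temperature.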
Vif-A3G inh: qHTS for Inhibitors of Vif-A3G Interactions: qHTS; DNA dC->dU-editing enzyme APOBEC-3G (Homo sapiens), Q9HC16; HeLa A3G-eYFP + Vif (tagged APOBEC3G with the HIV-1 protein that degrades it), YFP fluorescence, overnight; Potency, µM (top dose mostly 46.1 µM), for inactives: at the top dose activity, negative = active, most hits filed as inhibitors; 410,000 tested, 0.076% active;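 also: potency is read from the fitted curve at half-maximal effect; % is scaled to controls: 0 for no effect and ±100 for the full control effect; nearly all actives have a fitted effect of over 60% in size; hits raise eYFP signal because A3G escapes Vif-driven loss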
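HeLa cells stably expressing Vif and C-terminally eYFP-tagged A3G, seeded overnight at 37 deg C, then exposed to compound by pintool overnight at 37 deg C. Rise in yellow fluorescence (Ex 488/Em 500-530, Acumen) marks blocked Vif-driven A3G degradation.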
mIDH1 inhibitor: qHTS for Inhibitors of mutant isocitrate dehydrogenase 1 (IDH1): qHTS | AID 602179, 2012 | IDH1-R132H enzyme, NADPH consumption, diaphorase/resazurin fluorescence | 390,000 tested, 0.093% active | Potency, µM (doses to about 76.6 µM), without a hit: top-dose activity change, negative = inhibition, actives largely listed as inhibitors; also: potency is read from the fitted curve at half-maximal effect; % is scaled to controls: 0 for no effect and ±100 for the full control effect; nearly all actives have a fitted effect of over 65% in size
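IDH1-R132H (0.5 ug/mL) preincubated 30 min with compound, then NADPH (0.016 mM) and alpha-KG (2 mM) added; 80 min at RT, pH 7.5. Remaining NADPH coupled via diaphorase/resazurin to fluorescence (540/590 nm); concentration-response curves normalized to no-enzyme control.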
An asterisk follows results filed as active; ? = inconclusive; . = no result given; & = joins results of further samples; [ ] = dose if it differs, or a comment. Unless noted, calls follow the shape of the dose curve; as a rule, active = well fitted curve in the direction sought with a large enough effect; inconclusive = small, poorly fitted or top-dose-only effect, or another doubt; inactive = no such curve, though single readings can be large; an effect the other way counts as inactive or inconclusive.

cpd	compound	PI4K2A block	TrxR1 substrate	LDHA block	USP1 inh	Vif-APOBEC3F blk	RXFP1 agonist	Glioma ERSR ind	Vif-A3G inh	mIDH1 inhibitor
1	CC(=O)c1cccc(NC(=O)CSc2nnc(-c3ccc(S(=O)(=O)N4CCCC4)cc3)o2)c1	7.5	2.7%	-1.6	-9.5%	-1.4%	26.5%	-5.3%	2.6%	2.4%
2	Clc1ccccc1CNc1ncnc2c1c(-c1ccccc1)cn2-c1ccccc1	0.9	-3.6%[57.1 µM]	-7.3	-13.7%	-2.6%	7.6%	-1.6%	1.1%	-11.7%
3	Cn1c(=O)c2[nH]c(SCc3cccnc3)nc2n(C)c1=S	-1.2	-4.4%[2.29 µM]	-11.7	-13.6%	6.2%	.	1.2%	0.4%	-0.4%
4	C=CCn1c(SC(CCO)C(=O)NCc2ccco2)nc2sc3c(c2c1=O)CCC3 (stereo not drawn)	-2.0	-3.4%	-1.2	-7.6%	-1.3%	3.8%	2.7%	-3.1%	0.0%
5	c1ccc(SCc2nc(-c3ccncc3)no2)cc1	-0.6	9.1%	-6.2	-6.6%	1.7%	0.4%	3.3%	-3.9%	2.2%
6	COC(=O)CS(=O)(=O)c1cc(Br)cc2c1N(C(C)=O)CC2	-10.6	4.6%[57.1 µM]	-3.1	-4.1%	-5.7%	1.5%	-5.5%	-0.1%	2.6%
7	O=C(c1c(Cl)nc2sccn12)N1CCN(c2cccc(Cl)c2)CC1	8.3	-8.5%	-1.5	-10.8%	-2.1%	6.2%	-8.0%	?	8.2%
8	NC(=O)c1cccc(Nc2nc(C(N)CCc3ccccc3)cs2)n1 (stereo not drawn)	-4.2	.	-12.1	.	.	.	-6.0%	-5.8%	.
9	COc1cc(OC)cc(C(=O)N[C@H](C(=O)OCC(=O)c2c[nH]c3ccccc23)C(C)C)c1	-2.7	3.3%	2.6	-1.3%	-1.1%	.	-1.3%	-6.2%	-8.6%
10	Cc1ccc(C(=O)OCc2cc(=O)n3ccsc3n2)s1	0.2	9.3%[57.1 µM]	1.5	?	0.1%	.	-1.2%	-8.9%	5.0%
11	CN1C(=O)SC(Nc2ccccc2C(=O)O)C1=O (stereo not drawn)	-0.1	22.2%[57.1 µM]	0.1	-14.1%	2.4%	-0.8%	-5.0%	-0.4%	-1.2%
12	O=C1CCC(C(=O)OCc2cc(=O)oc3ccc4ccccc4c23)=NN1	9.0	34.1%[activator]	-1.2	-21.7%	0.1%	0.0%	0.6%	8.4%	2.7%
13	COc1ccccc1CCNC(=O)/C(=C/c1cccnc1)NC(=O)c1ccccc1	-0.1	4.9%	-8.3	-2.2%	3.1%	0.3%	-3.5%	0.3%	0.7%
14	CCOC(=O)c1c(NC(=O)CCCOc2ccc(C(C)(C)C)cc2)sc2c1CCC2	2.9	-2.4%	-4.4	4.7%	1.8%	-1.2%	-3.4%	-0.5%	-10.2%
15	O=C(Nc1ccccc1)c1ccc(N2CCN(c3ccccc3)CC2)c(S(=O)(=O)N2CCOCC2)c1	-0.7	-3.1%	0.0	-14.9%	-2.0%	1.8%	-0.5%	0.1%	-5.3%
16	N#Cc1ccc(C(=O)Nc2nc(SCc3ccc(Cl)cc3)n[nH]2)cc1	-2.5	-10.2%[57.1 µM]	0.8	-17.4%	11.8%	5.6%	-5.5%	5.9%	4.6%
17	CCOc1cc(-c2cn(S(=O)(=O)c3cccc4nsnc34)nc2N)cc(OCC)c1OCC	1.5	-5.6%	-2.2	-16.9%	1.3%	1.3%	-0.3%	-3.8%	-1.7%
18	Cc1ccc2c(cnn2C(=O)CCC(=O)N2CCCCC2)c1	1.8	3.0%[57.1 µM]	-5.1	-9.3%	1.0%	1.4%	-0.6%	7.6%	-1.5%
19	Cc1ccccc1NC(=S)N1CCN(c2ccccc2C)CC1	5.3	6.0%	-1.9	-17.4%	1.3%	-1.5%	-1.3%	-7.8%	4.8%
20	CC(=O)Nc1ccc(S(=O)(=O)N2CCN(S(=O)(=O)N3CCOCC3)CC2)cc1	-0.7	4.5%	-1.3	-6.4%	1.6%	0.2%	-4.7%	2.9%	8.4%
21	COC(=O)C1=C(C)NC2=C(C(=O)CCC2)C1c1cn(Cc2ccc(Cl)cc2Cl)nc1-c1ccccc1 (stereo not drawn)	1.1	126.6%[activator]	-1.3	-15.7%	2.5%	9.4%	2.3%	3.3%	1.7%
22	O=[N+]([O-])c1cccc(C=NN=C2c3ccccc3-c3ccccc32)c1	-4.4	10.6%[57.1 µM]	-0.9	-3.3%	-6.9%	.	0.3%	-3.9%	1.5%
23	CCOc1ccc(N(CC(=O)NCCSCc2ccccc2Cl)S(C)(=O)=O)cc1	-2.1	6.7%	-5.3	-23.6%	-6.1%	3.9%	2.8%	-2.4%	2.7%
24	Cc1oc2ccccc2c1CC(=O)NCCCN(C)C	1.1	0.5%	-5.3	-18.5%	-4.1%	0.5%	-0.9%	0.0%	11.5%
25	Oc1ccc(Nc2nc3ccccc3n3cnnc23)cc1	-8.8	-6.8%	-2.3	-22.4%	-6.5%	1.3%	8.3%	-8.2%	-14.1%
26	CCN1CCc2c(sc(NC(=O)c3ccc(S(=O)(=O)N(C)CC4CCCO4)cc3)c2C(N)=O)C1 (stereo not drawn)	-1.4	5.5%	-4.6	-11.7%	1.7%	-1.6%	-6.5%	-4.1%	9.9%
27	COc1cccc(CNC(=O)C2CCN(S(=O)(=O)N3CC(C)CC(C)C3)CC2)c1 (stereo not drawn)	0.9	-3.6%	-7.1	-12.8%	0.9%	-0.2%	-2.8%	-1.3%	-2.3%
28	Cc1cc2oc(=O)cc(CN3CCCCC3C)c2cc1C (stereo not drawn)	-6.7	6.3%	-4.1&-1.1	-3.5%	-2.1%	4.0%	-1.3%	-3.7%	-1.6%
29	COc1ccccc1N1CCN(c2ncnc3c2nnn3C)CC1	-1.1	19.9%[57.1 µM]	0.9	-14.9%	0.5%	5.5%	-3.7%	-1.7%	13.6%
30	Clc1cccc(CN2CCCCCCC2)c1Cl	6.9	-4.1%	-11.8	-15.6%	-16.4%	0.3%	1.1%	0.7%	4.0%
31	CCN(CC)CCN(C(=O)/C=C/c1cccs1)c1nc2ccc(Cl)cc2s1	-1.5	2.8%	-8.0	-1.3%	3.5%	-2.9%	-0.8%	3.7%	-3.7%
32	COc1ccc(OC)c2[nH]c(=O)c(CCNC(C)=O)cc12	-9.3	-4.9%	4.4	-14.0%	-5.2%	1.9%	-3.6%	2.2%	7.6%
33	CCS(=O)(=O)c1ccc2oc(SCC(=O)c3c(N)n(C4CC4)c(=O)[nH]c3=O)nc2c1	0.1	2.2%	-2.0	-23.2%	-0.3%	3.4%	-3.1%	2.8%	1.0%
34	CCN(CCCNC(=O)c1cc(Nc2ccc(OC)cc2)nc2ccccc12)c1cccc(C)c1	-1.4	73.1%[activator]	-10.3	?	1.7%	-1.6%	-2.9%	-0.7%	3.2%
35	Cc1cc(C)n(CCCNC(=O)CN(C)S(=O)(=O)c2ccc(Cl)cc2)n1	-6.1	-5.8%	-5.2	3.9%	1.2%	-0.9%	-3.0%	-0.4%	0.8%
36	COc1ccc(C)cc1NC(=O)C(OC(=O)CNC(=O)c1ccc(Br)cc1)c1ccccc1 (stereo not drawn)	-1.1	-2.6%	-2.0	-20.1%	14.6%	1.2%	-3.5%	-2.6%	4.8%
37	COc1ccccc1[C@@H]1C(c2ccccc2)=NN(c2ccccc2)[C@H]1C(=O)N1CCOC1=O	-4.2	118.7%[activator]	6.5	-29.2%	-7.2%	.	-1.9%&-4.9%	-0.8%	12.3%

Not all compounds are listed; the hit share may differ from the screen's.
